Furin inhibitor = inhibitors of human furin; inhibition, % at 30 µM; purified furin, fluorogenic substrate cleavage; P09958; 220,000 tested, 0.061% active; in the data active = inhibition above about 25%; note: inactives centre near -15
PPC-1+TRAIL kill = PPC-1 cancer cell killing with TRAIL present; 220,000 tested, 0.41% active; AID 1443; cell killing (% activity), % at 4 µM; PPC-1 cells + TRAIL, ATPLite viability luminescence;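 active = cell killing above 50% in the first pass at 4 µM, then a duplicate retest at 5 µM averaging 50% or more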;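 note: plate controls were cells with TRAIL plus DMSO for no effect and medium-only wells lacking cells for full effect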
BaF3 parental = counter-screen for JAK2V617F inhibitors: parental Ba/F3 viability inhibitors; CellTiter-Glo ATP luminescence; inhibition, % at 5.6 µM; 220,000 tested, 1.1% active; AID 1486;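 active = inhibition above a per-campaign cutoff, the mean inhibition of all tested compounds plus 3 SD, cut at about 27% in these data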;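 note: 0% = DMSO wells and 100% = JAK Inhibitor I control wells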
p47phox inh = p47phox (human) inhibition; P14598; p47phox/p22phox peptide binding, fluorescence polarization, 2 h; inhibition, % at 24.7 µM; 220,000 tested, 0.53% active; AID 1274;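 active = inhibition above about 30%, limit read from the data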;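 note: 0% = p47phox with labelled peptide and 100% = labelled peptide alone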
Tb hexokinase = T. brucei hexokinase 1 inhibition; recombinant TbHK1, G6PDH-coupled NADH A340; 220,000 tested, 0.11% active; inhibition, % at 10 µM;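 active = inhibition of 50% or more in the single-dose primary screen; inactive = inhibition below 50%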
EP2 antag = blocks the human prostaglandin E2 receptor EP2. P43116. C6 glioma cells expressing human EP2, cAMP TR-FRET; cells stimulated with saturating PGE2. inhibition, % at 25 µM. 260,000 tested, 0.52% active. AID 1422;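 active = percent inhibition above 40 after rounding to a whole number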;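 note: rat C6 glioma host cells with rolipram phosphodiesterase inhibitor present; the protocol text gives 20 µM as final concentration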
Ba/F3 V617F tox = loss of viability in JAK2V617F-driven Ba/F3 cells; Ba/F3 EpoR-JAK2V617F viability, ATP luminescence; inhibition, % at 5.6 µM; 220,000 tested, 1.1% active; AID 1446;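 active = inhibition above the campaign mean plus 3 SD over all tested compounds, cut at about 24% in these data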;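 note: cytokine-independent growth of Ba/F3 cells driven by EpoR plus mutant JAK2; 0% = DMSO-treated cells and 100% = JAK inhibitor I control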
RBBP9 inhibitor = inhibitors of human serine hydrolase RBBP9; O75884; recombinant RBBP9, FP-Rh probe fluorescence polarization; inhibition, % at 7.94 µM; 220,000 tested, 0.2% active; AID 1515;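 active = inhibition above the campaign mean of all tested compounds plus 3 SD, cut at about 14% in these data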;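 note: plate controls were DMSO wells with RBBP9 for no effect and wells lacking RBBP9 protein for full effect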
Target sequence (O75884 whole entry, looked up): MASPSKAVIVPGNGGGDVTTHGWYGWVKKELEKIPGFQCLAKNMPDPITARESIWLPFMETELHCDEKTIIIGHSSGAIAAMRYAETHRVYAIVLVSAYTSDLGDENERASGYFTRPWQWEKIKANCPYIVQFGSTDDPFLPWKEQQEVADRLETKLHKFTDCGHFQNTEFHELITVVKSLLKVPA
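Test system – recombinant human RBBP9 · Input – RBBP9 2.5 µM in dispensing solution, pre-mixing · Medium – Tris buffer pH 8.0, NaCl, Pluronic · Schedule – preincubation 30 min plus labeling 45 min at 25 °C · Measured by – fluorescence polarization · Measure – % inhibition · Controls – DMSO and no-protein wells · Replicates – one well per compound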
p97 inhibitor = blocks human p97 ATPase activity; P55072; recombinant p97 ATPase, Kinase-Glo ATP luminescence, 3 h; inhibition, % at 8 µM; 220,000 tested, 0.42% active; AID 1481; in the data active = inhibition above about 15%;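 note: 0% = DMSO vehicle and 100% = wells lacking enzyme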
Target sequence (P55072 whole entry, looked up): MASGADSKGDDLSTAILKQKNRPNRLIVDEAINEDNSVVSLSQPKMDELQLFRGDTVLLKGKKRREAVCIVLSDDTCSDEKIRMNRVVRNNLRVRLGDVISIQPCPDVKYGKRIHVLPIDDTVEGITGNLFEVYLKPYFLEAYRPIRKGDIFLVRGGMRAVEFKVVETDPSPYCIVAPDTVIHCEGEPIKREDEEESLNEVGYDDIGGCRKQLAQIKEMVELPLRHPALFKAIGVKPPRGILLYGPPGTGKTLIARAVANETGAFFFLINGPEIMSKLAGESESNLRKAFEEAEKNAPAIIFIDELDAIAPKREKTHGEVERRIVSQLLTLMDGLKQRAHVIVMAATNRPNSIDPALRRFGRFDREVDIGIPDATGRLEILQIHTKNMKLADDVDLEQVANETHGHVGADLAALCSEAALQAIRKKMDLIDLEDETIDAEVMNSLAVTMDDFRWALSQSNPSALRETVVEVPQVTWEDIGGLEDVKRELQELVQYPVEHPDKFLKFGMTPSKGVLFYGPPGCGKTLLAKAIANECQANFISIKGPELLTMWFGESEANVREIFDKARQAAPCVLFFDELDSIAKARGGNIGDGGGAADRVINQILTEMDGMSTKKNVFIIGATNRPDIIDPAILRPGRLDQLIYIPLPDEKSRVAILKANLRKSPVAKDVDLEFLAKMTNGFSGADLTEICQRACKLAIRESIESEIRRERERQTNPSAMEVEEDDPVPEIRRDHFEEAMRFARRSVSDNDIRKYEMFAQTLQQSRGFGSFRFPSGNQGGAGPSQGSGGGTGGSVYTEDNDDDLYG
* = called active by the depositor; . = no result given; & = joins results of further samples; [ ] = dose if it differs, or a comment. An excerpt; count on the stated rates, not on these rows.

A first look (2 entries):
SMILES	Furin inhibitor	PPC-1+TRAIL kill	BaF3 parental	p47phox inh	Tb hexokinase	EP2 antag	Ba/F3 V617F tox	RBBP9 inhibitor	p97 inhibitor
O=C(C1CCN(C2CC(=O)N(c3ccc(Cl)cc3)C2=O)CC1)N1CCOCC1 (stereo unspecified)	-25.5[20 µM]	4.9	-0.9	2.9	-0.1	4.5	-2.1	10.2	5.5
C=CCc1cccc2cc(C(=O)NC(C)(C)C)c(=O)oc12	-28.3[20 µM]	1.8	2.0	-14.1	-0.8	10.9	-2.2	-4.8	-0.3

The listing (from the top)
SMILES	Furin inhibitor	PPC-1+TRAIL kill	BaF3 parental	p47phox inh	Tb hexokinase	EP2 antag	Ba/F3 V617F tox	RBBP9 inhibitor	p97 inhibitor
O=C(C1CCN(C2CC(=O)N(c3ccc(Cl)cc3)C2=O)CC1)N1CCOCC1 (stereo unspecified)	-25.5[20 µM]	4.9	-0.9	2.9	-0.1	4.5	-2.1	10.2	5.5
C=CCc1cccc2cc(C(=O)NC(C)(C)C)c(=O)oc12	-28.3[20 µM]	1.8	2.0	-14.1	-0.8	10.9	-2.2	-4.8	-0.3
Clc1ccc(CN2CCCCCCC2)cc1	0.5	8.2	12.6	-1.3	4.9	7.0	6.5	7.6	0.0
O=C(CC1SC(=NCCc2ccccc2)N(/N=C/c2cccs2)C1=O)Nc1ccc(Cl)cc1 (stereo unspecified)	-12.4	21.0	7.1	-20.4	-18.9	7.3	-4.4	-5.0	7.2
Oc1cc(Br)ccc1C=Nc1ccc(N2CCCCC2)cc1	-9.4	26.9	7.1	-91.4	-13.8	19.8	-0.6	-2.9	6.8
N#CC1=C(N)SC(N)=C(C#N)C1C1C=CCCC1 (stereo unspecified)	-16.3[20 µM]	22.7	5.1	-13.0	1.9	17.6	-1.3	-2.6	3.1
CCOCCCNC(=O)C1CCN(C(=O)Nc2ccc(C)cc2)CC1	-21.6	9.3	5.5	-3.4	3.7	5.5	-2.3	-3.1	0.3
Cc1nnsc1C(=O)NNc1ccc(C(C)(C)C)cc1	-14.0	0.7	1.6	-11.9	-8.2	15.3	-3.8	-5.5	1.5
COc1cccc(NC(=O)N(C2CCCCC2)C(C)c2cccs2)c1 (stereo unspecified)	-4.3[20 µM]	18.7	-0.5	-2.5	1.9	7.3	-0.7	-3.5	2.4
COc1ccccc1N1CCN(C(=O)c2cc(-c3ccc(Cl)c(Cl)c3)on2)CC1	-19.8[20 µM]	33.6	2.7	-11.5	-1.2	-0.2	-0.3	0.2	-4.2
O=C(COc1ccccc1C(=O)Nc1ccccc1)NCCc1ccccc1	-19.2	-0.1	4.3	-10.2	0.5	10.6	-1.0	-7.0	2.8
C#CC1(NC(=O)N(C)C)CCCCC1	-17.3	26.9	2.9	2.8	0.8	-1.1	2.1	-8.5	4.7
Cc1nc2scc(-c3ccc(Cl)cc3)c2c(=O)o1	-8.1[20 µM]	3.2	5.0	-3.2	-6.8	7.1	3.8	-1.6	-8.5
Cc1ccc(C)c(OCC(=O)O/N=C(\N)c2ccccn2)c1	-13.7[20 µM]	12.4	6.9	-6.3	3.2	2.5	-2.1	5.1	0.2
CCOC(=O)c1sc(=NC(=O)c2ccccc2)n(C)c1C	-28.3	37.6	5.8	-16.2	-35.3	5.5	-2.1	-1.8	4.8
CCCCn1nnnc1SCC(=O)N(CC)CC	-24.3[20 µM]	-2.4	2.7	-23.2	22.2	13.3	-0.7	1.5	0.1
Cc1ccc(C(=O)N(c2ccccn2)C(C)c2ccco2)cc1 (stereo unspecified)	-1.6	-11.4	1.3	-3.5	4.6	12.2	-2.5	-9.3	5.0
COc1cccc(/C=N/n2c(SC)nnc2-c2ccccc2)c1O	0.1	9.3	3.0	-13.9	-4.6	1.1	1.7	1.2	-0.6
O=C(O)CCn1c(C(=O)O)cc2sccc21	-11.0[20 µM]	15.5	3.1	-11.3	3.9	24.6	-0.5	-5.2	7.1
CC(C(=O)O)N1C(=O)CSC1=S (stereo unspecified)	-15.3	11.4	3.4	-40.8	-1.5	4.8&5.2	-0.6	-7.4	3.3
Cc1ccc(N2CS(=O)(=O)/C(=C/N(C)C)C2=O)cc1	-8.2[20 µM]	46.7	1.6	-9.1	-2.7	.	-3.6	-3.6	4.1
CCCCn1c(NCCN(C)C)nc2c1c(=O)[nH]c(=O)n2C	-15.8	5.4	6.3	-15.0	3.0	16.1	1.0	-1.4	12.5
CCCCCSc1nc2c(c(=O)[nH]c(=O)n2C)n1C	-22.1	-32.0	6.1	-9.3	-6.8	8.2	-0.7	-5.1	-5.8
CC(=O)C1=C(O)C(=O)N(Cc2cccnc2)C1c1ccc(Cl)cc1Cl (stereo unspecified)	-17.3[20 µM]	0.5	2.1	-13.7	-10.8	5.9	-1.9	-4.3	1.8

Just p97 inhibitor, for 3 of the compounds above:
structure | p97 inhibitor
Cc1nc2scc(-c3ccc(Cl)cc3)c2c(=O)o1 | -8.5
Cc1ccc(C)c(OCC(=O)O/N=C(\N)c2ccccn2)c1 | 0.2
CCOC(=O)c1sc(=NC(=O)c2ccccc2)n(C)c1C | 4.8

The list goes on.
SMILES	Furin inhibitor	PPC-1+TRAIL kill	BaF3 parental	p47phox inh	Tb hexokinase	EP2 antag	Ba/F3 V617F tox	RBBP9 inhibitor	p97 inhibitor
COc1cc2[nH]c(=O)n(Cc3ccc(C(=O)NC4CCN(Cc5ccccc5)CC4)cc3)c(=O)c2cc1OC	-10.9	26.5	2.9	5.3	1.3	8.2	0.7	-5.0	-4.2
CC(=O)c1cc(C#N)c(SCc2ccccc2)nc1C	-16.5[20 µM]	-0.8	4.6	0.4	2.8	1.9	-1.1	-6.2	2.2
COc1cc(/C=N/NC(=O)c2ccc(-n3cccc3)cc2)ccc1O	-0.8	19.7	-0.1	-9.3	-36.3	14.2	1.8	-10.9	-1.4
CC(=O)c1cccc(N(CC(=O)Nc2cccnc2)S(C)(=O)=O)c1	-12.1[20 µM]	8.6	0.4	-3.8	4.4	3.7	-1.8	-1.3	-2.1
Cc1ccc(C(=O)N2CCN(Cc3ccc4c(c3)OCO4)CC2)cc1S(=O)(=O)N1CCOCC1	-19.8	-7.9	-2.2	-11.8	-14.8	8.1	-5.1	-10.0	4.8
CCOC(=O)N1CCN(C2CC(=O)N(c3ccc(Oc4ccccc4)cc3)C2=O)CC1 (stereo unspecified)	6.0[20 µM]	21.1	7.8	-2.2	-4.3	8.3	-1.7	1.5	1.2
Cc1cccc(NC(=O)N2CCN(Cc3ccc4c(c3)OCO4)CC2)c1C	-26.2	11.4	2.0	-0.3	-3.9	8.2	-2.4	-0.5	3.4
COC(=O)c1ccc(-c2nc3ccc(C)cc3o2)cc1	-39.3	19.0	4.0	-2.6	-8.8	5.8	0.6	-2.3	7.8
O=C(c1cccc(S(=O)(=O)NCCOc2ccccc2)c1)N1CCN(c2ncccn2)CC1	-6.1[20 µM]	-3.0	6.2	-5.9	-2.7	7.9	-0.5	6.7	1.3
COc1ccc(CC(NC(C)=O)C(=O)NC2CCN(C(=O)c3ccc([N+](=O)[O-])cc3)CC2)cc1OC (stereo unspecified)	-25.3	7.6	-2.2	-21.0	-0.8	8.2	-1.7	4.1	4.9
COc1ccc(NC(=O)Nc2ccccc2)cc1S(=O)(=O)N1CCCCC1	-19.0	4.2	7.7	-6.2	5.2	7.0	4.6	-1.8	-0.8
NC(=O)Nc1n[nH]c(-c2ccccc2)n1	-15.4	4.4	1.4	-3.2	-2.0	11.8&9.0	-1.9	4.3	5.1
O=C(Nc1ccc(F)cc1)C1CCCCC1	-10.8	7.3	2.8	-15.3	0.6	14.0	2.6	-6.3	-3.2
CC(C)C[C@H](N)c1cn([C@@H](Cc2ccc(O)cc2)C(=O)N2CCNCC2)nn1	-18.3	-9.8	-2.3	-6.0	-1.2	10.1	0.1	-0.6	-0.7
O=C(CN(Cc1ccc2c(c1)OCO2)C(=O)CNC(=O)c1ccco1)NC1CCCCC1	-26.0	-2.8	-1.0	-1.3	-1.2	22.9&8.6	0.8	-0.7	-1.3
CCC(=O)c1ccc(OCC(=O)Nc2ccc3nc(C)sc3c2)cc1	-34.0	17.5	-2.9	-13.5	-6.8	13.0	-2.2	-2.2	1.1
Cc1sc(NC(=O)c2ccco2)c(CN2CCCCC2)c1C	-16.4	-2.8	-1.8	-17.2	-1.9	10.6	-4.5	-5.2	3.5
CCOc1ccccc1Nc1nnc(Cc2ccccc2Cl)c(=O)[nH]1	-16.8	19.9	4.6	7.2	21.6	10.2	-1.9	-8.5	3.5
NCCNc1ccc([N+](=O)[O-])c(Sc2nc3ccccc3[nH]2)c1	-2.2	12.7	4.2	-8.3	-10.3	7.2	1.2	-5.9	2.4
O=C(/C=C/c1ccc(-c2cccc([N+](=O)[O-])c2)o1)N1CCOCC1	3.9	-1.5	1.8	-5.1	-80.9	11.6	0.3	1.6	1.3
CCOc1ccc2[nH]c(C)c(CN3CCN(C)CC3)c(=O)c2c1	-11.6[20 µM]	-11.0	0.7	-5.7	-23.8	2.7	0.2	-8.6	-3.8
COc1ccc(NS(=O)(=O)c2c(C)n(C)c(=O)n(C)c2=O)cc1OC	-21.5	11.7	4.5	3.4	-7.5	.	0.9	-5.5	-9.8
COc1ccc(-c2nnc(SCC(=O)NCc3cccs3)n2C(C)C)cc1	-18.5[20 µM]	4.4	2.2	-1.3	-0.8	10.3	-2.3	-10.2	-0.9
COc1cc(NC(=O)c2ccc(S(=O)(=O)N(C)C)cc2)cc(OC)c1OC	-25.4	3.5	3.8	7.8	-9.0	14.9	-1.1	-7.1	0.5
Cc1onc(-c2ccccc2)c1-c1ccnc(N)n1	-21.6	-5.1	1.7	-7.9	8.3	9.8	-1.2	-6.6	-0.5
Cc1cc(NC(=O)c2cccnc2)ccc1NC(=O)c1ccco1	-8.2	10.0	3.0	-12.6	25.5	3.1&3.7	-1.6	0.3	-13.1
CCCn1c(C)cc(/C=C(\C#N)C(=O)O)c1C	-4.8	-7.6	-2.5	-9.3	-24.3	7.0	-4.2	-6.2	7.0
O=C(Cc1ccccc1)Nc1cccc(C(=O)O)c1O	-29.3	-13.8	4.8	.	-5.8	2.4	1.0	0.0	11.6
Cn1ccs/c1=N\C(=O)Nc1cccc(Cl)c1	-28.7	6.9	3.9	-3.9	-7.3	6.8	1.3	-1.5	1.1
Cc1ccc(C(C)C)c(OCc2ccc(C(=O)N/N=C/c3ccc(O)cc3O)cc2)c1	-9.2	48.7	5.6	-17.3	-19.3	3.9	3.4	0.1	7.2
O=C(Nc1ccc(F)cc1)c1cc(S(=O)(=O)Nc2ccc(F)cc2)cs1	-9.1[20 µM]	2.6	5.3	-21.3	-4.9	11.9	-0.7	-20.2	-4.0
CC1=C(C(=O)NCCc2ccc(C)cc2)C2(CCC(C)CC2)OC1=O (stereo unspecified)	-20.1	13.9	4.4	-6.6	-3.2	14.6	-1.1	-5.8	-0.6
Cc1cccc(OCCCC(=O)Nc2ccc(Br)cc2)c1	-24.7[20 µM]	3.1	2.4	-10.2	-3.2	13.7	-1.3	-3.9	-1.2
Cc1cccc2cc(CN(Cc3cccs3)C3(c4nnnn4C4CCCC4)CCCC3)c(=O)[nH]c12	-28.0	4.6	4.3	-8.7	-3.5	12.6	2.1	-8.9	-1.5
CC(=O)c1c(C)[nH]c(C(=O)NC2CCCCC2)c1C	-31.3	25.3	10.7	-4.6	-6.9	.	1.8	-5.7	-0.3
CSc1ncc(Cl)c(C(=O)Nc2ccccc2Br)n1	-15.3	0.6	-5.9	-5.9	-11.2	4.7	1.9	-7.4	2.1
